Source: PubChem BioAssay
Mito fusion yeast = inhibitors of mitochondrial division or activators of mitochondrial fusion. S. cerevisiae fusion-defective mutant growth rescue, CellTiterGlo 48 h. Potency, µM (titrated, usually from 46.1 µM), for the others: at the highest dose growth rescue (activation), hits mostly activators. 320,000 tested, 0.23% active;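 note: potency is the fitted concentration of half-maximal effect; % of control where 0% means no effect; nearly all actives have a fitted effect of over 45% in size; temperature-sensitive fusion mutants such as fzo1-1 at 37 °C on non-fermentable ethanol glycerol medium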
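Compounds are tested for their ability to restore growth of mitochondrial fusion-defective yeast strains at non-permissive 37C in YPEG medium over 48 hours. Viability is quantified by luciferase luminescence.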
a7 integrin act = activates integrin-mediated alleviation for muscular dystrophy | 350,000 tested, 0.064% active | AID 624291 | alpha7betagal myoblasts, beta-gal FDG fluorescence, 48 h | Potency, µM (titrated, usually from 38.3 µM), without a hit: top-dose activation, usual class: activators;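 note: potency is the fitted concentration of half-maximal effect; 100% = response of the positive control SU9516; nearly all actives have a fitted effect of over 60% in size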
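Alpha7betagal+/- myoblasts (passage 13) were plated 16-24 hr, then exposed to compounds (1:260 dilution of DMSO stock) for 48 hours at 37C. After MPER lysis, β-galactosidase reporter activity was read as FDG fluorescence (ex 480/em 540) after 30 minutes.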
TCR activator = activators of T cell receptors | AID 504894 | 330,000 tested, under 10 active | primary human leukocytes, anti-CD3, IL-2 HTRF, 48 h | Potency, µM (titrated, usually from 9.22 µM), without a hit: at the top dose activation of IL-2 secretion, actives largely listed as activators; note: % of control where 0% means no effect
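Primary human leukocytes receive a-CD3 beads and test compound and are incubated 48 hr. Secreted IL-2 is then assayed by HTRF, measuring 665nm acceptor emission after 320nm excitation of the europium donor.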
TSHR antagonist = antagonists of human thyroid stimulating hormone receptor; TSHR-expressing cells, TSH-stimulated cAMP HTRF, 2 h; hits give low values; 330,000 tested, 0.2% active; AID 504810; P16473; activity change, negative = inhibition, % at 11.5 µM;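 active = activity change below a set negative limit, meaning inhibition stronger than a set level, cut at about -70% in these data; inconclusive = activity change between two set negative limits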; note: % is set by controls: 0 for no effect and ±100 for the full control effect
Target sequence (P16473 whole entry, looked up): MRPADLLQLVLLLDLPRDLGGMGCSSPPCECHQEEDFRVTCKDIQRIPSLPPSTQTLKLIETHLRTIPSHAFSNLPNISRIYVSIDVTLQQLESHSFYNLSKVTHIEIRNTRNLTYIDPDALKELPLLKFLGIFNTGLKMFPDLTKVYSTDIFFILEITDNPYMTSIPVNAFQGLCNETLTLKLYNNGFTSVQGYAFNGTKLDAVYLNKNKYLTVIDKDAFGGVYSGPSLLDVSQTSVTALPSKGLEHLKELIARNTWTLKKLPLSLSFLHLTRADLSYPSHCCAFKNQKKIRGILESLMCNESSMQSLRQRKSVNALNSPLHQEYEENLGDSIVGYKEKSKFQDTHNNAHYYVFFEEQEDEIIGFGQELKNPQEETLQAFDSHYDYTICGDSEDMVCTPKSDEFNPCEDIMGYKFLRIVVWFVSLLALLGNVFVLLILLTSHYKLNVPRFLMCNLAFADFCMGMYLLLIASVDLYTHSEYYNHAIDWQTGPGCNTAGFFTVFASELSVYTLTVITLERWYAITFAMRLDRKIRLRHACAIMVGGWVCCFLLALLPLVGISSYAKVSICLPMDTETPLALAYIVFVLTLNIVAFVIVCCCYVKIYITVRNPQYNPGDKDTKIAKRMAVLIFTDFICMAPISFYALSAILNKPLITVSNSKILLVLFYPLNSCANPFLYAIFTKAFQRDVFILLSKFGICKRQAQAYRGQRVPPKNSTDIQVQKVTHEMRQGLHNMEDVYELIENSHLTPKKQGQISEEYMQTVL
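Freshly harvested TSHR cells receive pin-tooled compound, then EC80 TSH at 4nM final. After 2 hours at 37 deg C, antibody in lysis buffer and cAMP-d2 are added; 30 minutes at ambient temperature precede the HTRF read.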
Menin-MLL TR inh = menin-MLL binding inhibition, Texas Red mutant peptide | O00255 | Menin + Texas Red MLL mutant peptide, fluorescence polarization | Potency, µM (highest dose often 61.6 µM), inactives show top-dose FP activity change, negative = inhibition, actives largely listed as inhibitors | 270,000 tested, 0.23% active | AID 1768; active = well fitted inhibition curve with a large enough effect in the polarisation, with a control signal flat, not every such curve was filed as active; inconclusive = small, poorly fitted or top-dose-only effect, or effect the other way, or a change in a side signal; inactive = no such curve, though single readings can be large or run the other way; the % refers to the polarisation; note: potency is the fitted concentration of half-maximal effect; % of control where 0% means no effect; many of its hits are not listed in these tables
MLL CXXC-DNA inh = MLL CXXC-DNA interaction inhibition | Q03164 | MLL-CXXC / FITC-HOXA9 DNA fluorescence polarization | Potency, µM (top dose mostly 115 µM), for inactives: at the top dose activity change, negative = inhibition, actives largely listed as inhibitors | 290,000 tested, 0.037% active | AID 2662; active = well fitted inhibition curve with a large enough effect in the polarisation, with a control signal flat, not every such curve was filed as active; inconclusive = small, poorly fitted or top-dose-only effect, or effect the other way, or a change in a side signal; inactive = no such curve, though single readings can be large or run the other way; the % refers to the polarisation; note: potency is the fitted concentration of half-maximal effect
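Fluorescence polarization: 7 uM MLL-CXXC (stock) preincubated 5 min with compounds, then 50 nM fluorescein-HOX-A9 DNA (stock) added; 30 min ambient. Buffer 50 mM Tris-HCl pH 7.5, 50 mM NaCl, 1 mM DTT, 0.05% BSA.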
AT treatment = potential ataxia-telangiectasia treatments restoring KAP-1 phosphorylation; […] A-T fibroblasts, KAP-1 phosphorylation AlphaLISA; neocarzinostatin DNA damage 30 min before lysis; Potency, µM (top dose mostly 57.5 µM), for the others: top-dose activation, hits mostly activators; 320,000 tested, 0.19% active; AID 485349; note: potency is the fitted concentration of half-maximal effect; % of control where 0% means no effect; nearly all actives have a fitted effect of over 45% in size
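ATM-like activity read as KAP-1 phosphorylation via AlphaLISA donor/acceptor antibody pairs after lysis and 6 hr at 25C. Cells were ATM-null patient fibroblasts ([…], hTERT), dosed 60 min, then exposed to the DSB inducer NCS for 30 min.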
ASM inhibitor = blocks human secretory acid sphingomyelinase; P17405; Potency, µM (top dose mostly 57.5 µM), for the others: at the highest dose activity change, negative = inhibition, hits mostly inhibitors; 340,000 tested, 0.006% active; placental ASM, HMU-PC fluorogenic substrate, 60 min; AID 504937; note: potency is the fitted concentration of half-maximal effect
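Human placenta-derived ASM enzyme was preincubated with compound for 10 minutes at room temperature, then given fluorogenic substrate HMU-PC0 (9 uM final) for 60 minutes at 37 °C; a pH 10 stop preceded fluorescence reading at Ex 386/Em 447 nm.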
MBNL1 CUG block = MBNL1-poly(CUG) RNA binding inhibition; Q9NR56; TR-FRET MBNL1-His/biotin-(CUG)12 binding, 665/545 ratio; Potency, µM (doses to about 57.5 µM), without a hit: at the highest dose activity change, negative = inhibition, usual class: inhibitors; 280,000 tested, 0.036% active; AID 2675; active = well fitted inhibition curve with a large enough effect in the signal ratio, with a control signal flat, not every such curve was filed as active; inconclusive = small, poorly fitted or top-dose-only effect, or effect the other way, or a change in a side signal; inactive = no such curve, though single readings can be large or run the other way; the % refers to the signal ratio; note: potency is the fitted concentration of half-maximal effect; % is set by controls: 0 for no effect and ±100 for the full control effect
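Inhibition of protein-RNA binding appears as loss of TR-FRET between terbium anti-His antibody on MBNL1-His and streptavidin-XL665 on biotin-(CUG)12. Activity is normalized to buffer-only and uninhibited-complex controls.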
PTAP TSG101 blk = blocks PTAP/TSG101 interaction to inhibit HIV-1 budding; Potency, µM (doses to about 115 µM), for inactives: top-dose activity change, negative = inhibition, most hits filed as inhibitors; 340,000 tested, under 10 active; Fluorescence polarization, FITC-PTAP peptide / Tsg101 binding; AID 493005; Q99816; active = well fitted inhibition curve with a large enough effect in the main read-out, with a control signal flat, not every such curve was filed as active; inconclusive = small, poorly fitted or top-dose-only effect, or effect the other way, or a change in a side signal; inactive = no such curve, though single readings can be large or run the other way; note: potency is the fitted concentration of half-maximal effect; % of control where 0% means no effect
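Tsg101 binding domain (10 uM final) was mixed with compound and a FITC-labeled PTAP peptide (50 nM final) in HEPES pH 7.5 buffer with NaCl, Tween 20, EDTA and TCEP; fluorescence polarization was read after 20 min at r.t.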
* = called active by the depositor; & = joins results of further samples; [ ] = dose if it differs, or a comment. Unless noted, calls come from the whole dose curve; as a rule, active = well fitted curve in the direction sought with a large enough effect; inconclusive = small, poorly fitted or top-dose-only effect, or another doubt; inactive = no such curve, though single readings can be large; an effect the other way counts as inactive or inconclusive. A portion of the library, so the mix of outcomes need not match the whole.

Results for CCCCn1c(N)c(N(Cc2ccccc2OC)C(=O)CN2C(=O)NC(C)(c3ccccc3)C2=O)c(=O)[nH]c1=O (stereo not drawn) ?
Mito fusion yeast: -5%; a7 integrin act: -1%; TCR activator: 5%; TSHR antagonist: 12; AT treatment: 5%; ASM inhibitor: 3%; PTAP TSG101 blk: 0%

Results for COc1ccc(NC2CCCN(C(=O)c3ccc(C)c(N4CCNC4=O)c3)C2)cc1 (stereo not drawn) ?
Mito fusion yeast: -1%; a7 integrin act: 0%; TCR activator: 1%; TSHR antagonist: -10; MLL CXXC-DNA inh: -1%; ASM inhibitor: -6%; MBNL1 CUG block: -1%; PTAP TSG101 blk: -2%

Results for O=C(Nc1ccccc1Oc1cccnc1)C1CCCN(C/C=C/c2ccccc2)C1 (stereo not drawn) ?
Mito fusion yeast: -3%; a7 integrin act: -32%; TCR activator: -4%; TSHR antagonist: 15; MLL CXXC-DNA inh: 27%; AT treatment: 2%; ASM inhibitor: 6%; MBNL1 CUG block: -3%; PTAP TSG101 blk: -1%

Results for COc1cc(CCN2C(=O)N[C@@H](c3cccc(C(F)(F)F)c3)C(C(C)=O)=C2C)cc(OC)c1OC ?
Mito fusion yeast: 1%; TSHR antagonist: 16; Menin-MLL TR inh: -11%&-10%; MLL CXXC-DNA inh: -4%; AT treatment: 8%; MBNL1 CUG block: -9%

Results for CSc1cc(C)c(OCC(=O)Nc2ccc(NC(C)=O)cc2)c(C)c1 ?
Mito fusion yeast: 4%; a7 integrin act: inconclusive; TCR activator: 3%; TSHR antagonist: -4; Menin-MLL TR inh: -6%; MLL CXXC-DNA inh: -10%; AT treatment: -2%; ASM inhibitor: -9%; MBNL1 CUG block: 16%; PTAP TSG101 blk: -1%

How did Cc1ccc(C(=O)O)cc1S(=O)(=O)NCC1CCCO1 (stereo not drawn) do in these assays?
Mito fusion yeast: 2%; a7 integrin act: 6%[7.66 µM]; TSHR antagonist: 1; Menin-MLL TR inh: 3%; MLL CXXC-DNA inh: 14%; AT treatment: -4%; ASM inhibitor: 6%; MBNL1 CUG block: -11%; PTAP TSG101 blk: -5%

Results for CN(c1ccc(C(=O)Nc2ccccc2C(F)(F)F)cc1)S(C)(=O)=O ?
Mito fusion yeast: 2%; a7 integrin act: -33%; TCR activator: 10%; TSHR antagonist: 4; Menin-MLL TR inh: -25%; MLL CXXC-DNA inh: 6%; AT treatment: 7%; ASM inhibitor: -1%; MBNL1 CUG block: -5%; PTAP TSG101 blk: -6%

How did CC(=O)N1CCC2(CC1)C/C(=N\NC(=S)Nc1ccccc1F)c1cc(O)ccc1O2 do in these assays?
Mito fusion yeast: -5%; a7 integrin act: 6%; TCR activator: 2%; TSHR antagonist: -12; Menin-MLL TR inh: inconclusive; MLL CXXC-DNA inh: 6%; AT treatment: -1%; ASM inhibitor: 60%[activator]; MBNL1 CUG block: 19%; PTAP TSG101 blk: -7%

What do the screens show for `COc1ccccc1-n1cnnc1SCC(=O)Nc1cc(C)on1`?
Mito fusion yeast: 1%; a7 integrin act: -1%; TCR activator: 14%; TSHR antagonist: -4; Menin-MLL TR inh: 2%; MLL CXXC-DNA inh: 5%; AT treatment: 2%; ASM inhibitor: -2%; MBNL1 CUG block: -7%; PTAP TSG101 blk: 1%

How did Cc1cc(C)n2cc(CSc3nnnn3-c3ccccc3)nc2n1 do in these assays?
Mito fusion yeast: -4%; a7 integrin act: 15%; TSHR antagonist: 17; Menin-MLL TR inh: -3%; MLL CXXC-DNA inh: -9%; AT treatment: 3%; ASM inhibitor: 3%; MBNL1 CUG block: -8%; PTAP TSG101 blk: -8%

What do the screens show for `COc1ccc(CCNc2ncnc3c2c(C)c(C)n3CCO)cc1OC`?
Mito fusion yeast: -6%; a7 integrin act: -36%; TCR activator: -8%; TSHR antagonist: -9; Menin-MLL TR inh: -19%; MLL CXXC-DNA inh: -7%; AT treatment: -14%; ASM inhibitor: 0%; MBNL1 CUG block: -12%; PTAP TSG101 blk: -3%

Results for O=C(Nc1ccc(NC(=O)c2ccccc2F)cc1)c1ccccc1F ?
Mito fusion yeast: -2%; a7 integrin act: -10%; TSHR antagonist: -2; Menin-MLL TR inh: inconclusive; MLL CXXC-DNA inh: 6%; AT treatment: 2%; ASM inhibitor: -3%; MBNL1 CUG block: 0%; PTAP TSG101 blk: 0%

What do the screens show for `CC1CCC(NC(=O)CSc2nncn2C)CC1` (stereo not drawn)?
a7 integrin act: 17%; TCR activator: 0%[46.1 µM]; TSHR antagonist: 2; AT treatment: 0%; ASM inhibitor: 3%; PTAP TSG101 blk: -2%

Results for COc1ccc(S(=O)(=O)NC2CC(=O)N(c3ccccc3)C2)cc1C (stereo not drawn) ?
Mito fusion yeast: -2%; a7 integrin act: 4%; TCR activator: -5%; TSHR antagonist: -4; AT treatment: 1%; PTAP TSG101 blk: 0%

How did O=C(O)c1ccc(NC(=S)NC(=O)c2ccc(-c3ccc(Br)cc3)o2)cc1 do in these assays?
Mito fusion yeast: 4%; a7 integrin act: inconclusive; TSHR antagonist: 15; Menin-MLL TR inh: inconclusive; MLL CXXC-DNA inh: 4%; AT treatment: -1%; ASM inhibitor: 0%; MBNL1 CUG block: 5%; PTAP TSG101 blk: 1%

Results for COc1ccc(-n2ncc3c2CC(C)(C)CC3NC(=O)CCn2cncn2)cc1 (stereo not drawn) ?
Mito fusion yeast: 2%; a7 integrin act: 12%; TCR activator: 1%; TSHR antagonist: -1; MLL CXXC-DNA inh: 6%; AT treatment: 28%; ASM inhibitor: 3%; MBNL1 CUG block: -4%; PTAP TSG101 blk: -6%

How did Cc1noc(C(=O)Nc2c(C)n(C)n(-c3ccccc3)c2=O)c1Cl do in these assays?
Mito fusion yeast: 1%; a7 integrin act: 15%; TCR activator: 0%[46.1 µM]; TSHR antagonist: -10; Menin-MLL TR inh: 1%; MLL CXXC-DNA inh: 6%; AT treatment: 5%; ASM inhibitor: 6%; MBNL1 CUG block: 3%; PTAP TSG101 blk: 0%

What do the screens show for `CCOC(=O)Cc1c(C)c2ccc(N(CC)CC)cc2oc1=O`?
Mito fusion yeast: 8%; a7 integrin act: -10%; TCR activator: 4%; TSHR antagonist: 16; Menin-MLL TR inh: -1%; MLL CXXC-DNA inh: -12%; AT treatment: 25µM*; ASM inhibitor: inactive; MBNL1 CUG block: inconclusive; PTAP TSG101 blk: -3%

How did Cc1cc(C)c2c3c(sc2n1)C(c1ccccc1)C(C#N)=C(N)O3 (stereo not drawn) do in these assays?
Mito fusion yeast: 0%; a7 integrin act: -37%; TCR activator: 1%; TSHR antagonist: 10; Menin-MLL TR inh: -10%; MLL CXXC-DNA inh: 18%; AT treatment: 1%; ASM inhibitor: 2%; MBNL1 CUG block: 1%; PTAP TSG101 blk: 2%

What do the screens show for `COc1ccc(C(=O)c2ccc(N(C)C)cc2)c(OC)c1`?
Mito fusion yeast: 3%; a7 integrin act: inconclusive; TCR activator: 0%; TSHR antagonist: -8; Menin-MLL TR inh: inconclusive; MLL CXXC-DNA inh: -7%; AT treatment: -1%; ASM inhibitor: 11%; MBNL1 CUG block: 14%; PTAP TSG101 blk: 0%

How did Cc1ccccc1NS(=O)(=O)c1cc2c3c(c1)C(C)C(=O)N3CCC2 (stereo not drawn) do in these assays?
Mito fusion yeast: -6%; a7 integrin act: 9%; TCR activator: 2%; TSHR antagonist: 11; MLL CXXC-DNA inh: 0%; AT treatment: 1%; ASM inhibitor: -2%; MBNL1 CUG block: -4%; PTAP TSG101 blk: -2%

How did Cc1ccc(C)c(OCC(=O)N2CCN(c3ncccn3)CC2)c1 do in these assays?
Mito fusion yeast: 2%; a7 integrin act: -21%; TCR activator: 1%; TSHR antagonist: 4; AT treatment: -2%; ASM inhibitor: -1%; PTAP TSG101 blk: -3%

How did Brc1cc(Br)cc(CN2CCSCC2)c1 do in these assays?
Mito fusion yeast: -3%; a7 integrin act: -24%; TCR activator: 0%; TSHR antagonist: -17; MLL CXXC-DNA inh: -3%; AT treatment: -7%; ASM inhibitor: 1%; MBNL1 CUG block: 0%; PTAP TSG101 blk: -7%
